High-throughput results from PubChem BioAssay.
STEP block = STEP phosphatase inhibitors, primary screen, biochemical, fluorescence intensity, uHTS | Tyrosine-protein phosphatase non-receptor type 5 (Homo sapiens), P54829 | recombinant STEP, OMFP fluorogenic substrate | inhibition, % at 20 µM | hit rate 0.25% among 360,000 | AID 588621, 2011;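 active = inhibition at 20 µM, scaled per plate between control wells, above about 37%, limit read from the data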;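 note: 0% = DMSO with enzyme and substrate and 100% = substrate only without enzyme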
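Also added – OMFP at 25 µM · Test system – STEP tyrosine phosphatase · Technique – FITC-channel fluorescence of OMFP product · Schedule – 20 min at room temperature, dark · Evaluation – control-normalized % inhibition with plate pattern correction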
Neddyl block = inhibitors of cullin neddylation, primary screen, biochemical, TR-FRET, uHTS, NAE and Ubc12; NEDD8-conjugating enzyme Ubc12 (Homo sapiens) + NEDD8-activating enzyme E1 regulatory …; calls only at 25 µM; hit rate 0.58% among 360,000; AID 651699, 2012; in the data active = inhibition above about 36%
LMPTP inh = LMPTP phosphatase inhibitors, primary screen, biochemical, fluorescence intensity, uHTS; hit rate 0.22% among 360,000; recombinant LMPTP-A, OMFP fluorogenic substrate; AID 651560, 2012; inhibition, % at 20 µM;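 active = compounds that cut the enzyme signal by at least half of the control window in the single-dose screen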;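 note: plate controls were DMSO wells with enzyme plus substrate for no effect and substrate without enzyme for full effect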
Target sequence (P24666 whole entry, looked up): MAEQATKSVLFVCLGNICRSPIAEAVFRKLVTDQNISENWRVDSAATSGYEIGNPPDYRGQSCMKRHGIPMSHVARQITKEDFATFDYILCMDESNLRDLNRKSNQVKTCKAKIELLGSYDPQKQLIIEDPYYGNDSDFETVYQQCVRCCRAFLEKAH
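Assay system: LMPTP-A phosphatase enzyme | Input: 0.625 nM enzyme | Also added: Fluorogenic phosphatase substrate OMFP at 400 µM final | Compound dosing: One test concentration per compound, 20 µM, with 3% DMSO overall | Schedule: 50 min enzyme reaction at room temperature, protected from light | Signal: Fluorescence intensity | Benchmarks: no-enzyme and uninhibited controls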
DNMT1 block = human DNMT1 methyltransferase inhibitors, primary screen, biochemical, molecular beacon, fluorescence, HinP1I cleavage, uHTS. DNA (cytosine-5)-methyltransferase 1 (Homo sapiens), P26358. inhibition (reported as % activation of signal), % at 10 µM. hit rate 0.83% among 360,000. AID 588458, 2011; in the data active = inhibition above about 50%
Scp1 inh = Scp-1 phosphatase inhibitors, primary screen, biochemical, colorimetric, uHTS; Carboxy-terminal domain RNA polymerase II polypeptide A small phosphatase 1 (Homo …; Recombinant Scp1, phosphopeptide, malachite green phosphate absorbance; inhibition, % at 20 µM; hit rate 0.88% among 340,000; AID 493091, 2011;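 active = inhibition above about 50% at 20 µM, limit read from the data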;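 note: plate controls were DMSO wells with enzyme for no effect and wells lacking enzyme for full effect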
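assay system = SCP-1 phosphatase catalytic domain, residues 76-261 | buffer or medium = 50 mM Tris acetate pH 5.5, 0.005% Tween-20, 10 mM MgCl2 | incubation = enzyme reaction 45 min at room temperature, colour 5 min, stabilisation 30 min | signal = Phosphate-binding colour reagent, absorbance read at 630 nm | measure = % inhibition at 20 µM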
NRP1-CendR mod = modulators of CendR peptide binding to NRP-1, primary screen, biochemical, fluorescence polarization, uHTS. hit rate 0.85% among 360,000. AID 602438, 2012. inhibition, % at 25 µM. FAM-RPARPAR peptide binding to NRP-1;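 active = inhibition or corrected inhibition above about 18%, plus a signal ratio from 0.5 to 1.5, limit read from the data, passing the limit was not always enough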; note: strong numbers were not always called active
Target sequence (O14786 whole entry, looked up): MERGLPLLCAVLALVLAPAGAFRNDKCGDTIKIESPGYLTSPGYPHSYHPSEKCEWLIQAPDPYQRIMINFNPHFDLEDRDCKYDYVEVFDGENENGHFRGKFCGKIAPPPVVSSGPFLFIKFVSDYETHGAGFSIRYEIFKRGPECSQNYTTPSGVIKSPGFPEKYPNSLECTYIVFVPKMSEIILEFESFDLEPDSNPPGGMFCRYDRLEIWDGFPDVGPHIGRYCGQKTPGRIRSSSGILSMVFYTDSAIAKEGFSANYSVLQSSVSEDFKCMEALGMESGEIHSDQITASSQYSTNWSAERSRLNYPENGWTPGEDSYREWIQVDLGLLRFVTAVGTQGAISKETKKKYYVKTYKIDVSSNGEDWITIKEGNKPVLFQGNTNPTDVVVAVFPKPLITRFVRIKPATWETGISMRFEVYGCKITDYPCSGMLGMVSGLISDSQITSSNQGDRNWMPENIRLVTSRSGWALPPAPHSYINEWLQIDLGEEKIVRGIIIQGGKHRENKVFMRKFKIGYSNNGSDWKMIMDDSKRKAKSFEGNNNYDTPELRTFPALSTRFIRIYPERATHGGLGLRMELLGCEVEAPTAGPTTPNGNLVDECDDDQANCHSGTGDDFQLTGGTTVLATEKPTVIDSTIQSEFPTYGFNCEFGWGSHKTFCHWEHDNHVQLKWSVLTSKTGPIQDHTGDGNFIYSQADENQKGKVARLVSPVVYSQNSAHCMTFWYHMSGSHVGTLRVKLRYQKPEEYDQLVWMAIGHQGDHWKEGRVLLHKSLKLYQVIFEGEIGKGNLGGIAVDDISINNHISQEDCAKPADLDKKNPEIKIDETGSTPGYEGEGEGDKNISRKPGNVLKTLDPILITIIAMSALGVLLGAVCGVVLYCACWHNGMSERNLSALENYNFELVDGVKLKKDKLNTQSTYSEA
NadD inh = inhibitors of S. aureus NadD, primary screen, biochemical, colorimetric, uHTS | Nicotinate-nucleotide adenylyltransferase NadD (Staphylococcus aureus N315) | purified NadD enzyme, colorimetric absorbance read-out | inhibition, % at 20 µM | hit rate 0.78% among 360,000 | AID 602399, 2012; in the data active = inhibition above about 26%; note: some compounds past the cut are filed as inactive
TbMetRS inhib = T. brucei MetRS inhibitors, primary screen, biochemical, luminescence; hit rate 0.4% among 360,000; purified T. brucei MetRS, ATP depletion, Kinase-Glo luminescence; methionyl-tRNA synthetase (Trypanosoma brucei brucei); AID 624268, 2012; inhibition, % at 11.9 µM;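 active = inhibition above a per-plate cutoff of the control wells' mean inhibition plus 3 SD, cut at about 5.5% in these data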;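 note: 0% = DMSO wells median and 100% = median of wells with control inhibitor compound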
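System: purified T. brucei MetRS enzyme / Detection: Kinase-Glo luciferase luminescence reporting remaining unconsumed ATP / Medium: HEPES buffer with MgCl2, KCl, DTT, spermine, BSA, pyrophosphatase / Replication: singlicate, one well per compound / Evaluation: percent inhibition relative to median high and low control wells / Schedule: 2 h aminoacylation at 25 °C after 15 min preincubation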
SUMO1-SIM PPI = modulators of SUMO1 protein-protein interactions, primary screen, biochemical, uHTS. SUMO1 binding to a labelled peptide, TR-FRET, 1 h. inhibition, % at 20 µM. hit rate 0.33% among 360,000; in the data active = inhibition above about 37%
SKN-1 inh = suppressors of acrylamide-induced Pgst-4::GFP reporter in worms, primary screen, SKN-1 inhibitor project, whole organism, uHTS, GFP/RFP fluorescence ratio, strain VP596; inhibition, % at 21.8 µM; C. elegans VP596 Pgst-4::GFP/RFP ratio, 24 h; hit rate 0.49% among 360,000; AID 624304, 2012;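 active = interference check ratio from 0.5 to 1.5 plus GFP to RFP signal ratio inhibition reaching or exceeding a fixed threshold, cut at about 30% in these data, passing the limit was not always enough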; note: some compounds called inactive have numbers as strong as hits
Active calls of the source: *; i = inactive; nt = not tested or not shown; + = active, no number.

no.	canonical_smiles	STEP block	Neddyl block	LMPTP inh	DNMT1 block	Scp1 inh	NRP1-CendR mod	NadD inh	TbMetRS inhib	SUMO1-SIM PPI	SKN-1 inh
1	CC(NS(=O)(=O)c1ccc(CCC(=O)NCc2cccnc2)cc1)c1ccccc1 (stereo unspecified)	0.8	i	-2.6	1.4	-7.3	-5.8	2.8	0.4	3.8	9.0
2	CC1=[N+](CC(=O)c2ccccc2)CCn2cccc21	-2.5	i	1.1	-13.9	-6.4	6.1	-1.0	-0.4	-4.6	11.0
3	Cc1ccccc1NC(=O)Cc1nc(COC(=O)c2nc(Cl)ccc2Cl)cs1	2.4	i	0.8	-1.7	6.2	-7.1	-2.6	-0.4	-4.8	14.4
4	Cc1cc(C)cc(NC(=S)NCc2ccc3c(c2)OCO3)c1	0.5	i	1.6	-10.5	-9.1	19.7	-0.4	-0.1	-1.4	-1.3
5	O=C(NC1CCCC1)C(c1ccncc1)N(C(=O)c1ccco1)c1ccc(F)c(Cl)c1 (stereo unspecified)	1.6	i	0.8	-0.1	-4.4	6.1	-6.0	-0.3	2.2	4.1
6	COC(=O)CC1C(=O)NCCN1C(=O)CSc1nc2cc(Cl)ccc2o1 (stereo unspecified)	0.3	i	-1.2	4.7	-5.3	-4.0	0.0	-0.4	-2.1	2.8
7	CN(CC(=O)Nc1ccc(OC(F)(F)F)cc1)C(=O)Cn1c(=O)cnc2ccccc21	-1.4	i	-0.5	-0.9	3.2	4.7	5.2	-0.4	2.3	-10.5
8	Cc1ccc(C(=O)NC(=C(Cl)Cl)S(=O)(=O)c2ccccc2)cc1	-1.3	i	-0.2	31.7	-2.8	-2.9	-7.1	-0.6	-2.4	5.0
9	CCCCCc1nc2c(=O)[nH]c3ccccc3c2o1	-2.2	i	0.8	-2.3	-2.2	13.2	-6.2	0.1	0.8	2.1
10	O=[N+]([O-])c1cccc(S(=O)(=O)NCCc2cn3ccccc3n2)c1	-0.7	i	-0.3	-4.8	-10.6	8.8	-0.4	-0.8	-26.0	-6.8
11	COc1ccc(OC)c(CN2CCCC(C(=O)N3CCCCC3)C2)c1 (stereo unspecified)	-4.1	i	-2.4	3.8	2.8	7.6	-3.4	-0.1	1.0	4.1
12	COC(=O)CN1C(=O)C(O)(CC(=O)c2ccc(C)o2)c2ccccc21 (stereo unspecified)	0.4	i	-2.2	2.4	3.6	31.9*	-8.3	-0.8	-4.8	8.0
13	O=C(/C=C/c1cn(-c2ccccc2)nc1-c1cccnc1)N1CCCC1	0.2	i	-0.7	-5.6	-3.0	-0.7	6.2	-0.2	-9.6	0.3
14	O=c1c(Cl)c(NC2CC2)cnn1-c1ccccc1	1.3	i	0.9	2.9	-2.6	-1.5	-0.5	0.2	-1.1	19.0
15	Cc1ccc(Sc2ncnc(N)c2[N+](=O)[O-])cc1	-1.8	i	-0.4	8.7	-1.2	-1.2	-6.1	-0.8	-23.8	2.3
16	COc1cc(C2Nc3ccccc3C(=O)N2NS(C)(=O)=O)c([N+](=O)[O-])cc1OC (stereo unspecified)	-2.0	i	-1.1	-6.7	-12.1	-3.5	-2.8	-0.1	-22.7	5.0
17	COc1cccc(C(=O)Nc2c3c(nn2-c2cccc(C)c2C)CS(=O)(=O)C3)c1OC	-2.4	i	-0.7	-1.4	-8.7	-8.5	-2.4	-0.6	1.0	15.7
18	CC(=O)Nc1ccc(NCC(O)COc2ccccc2)cc1 (stereo unspecified)	-1.8	i	-1.1	-7.5	-1.6	-1.6	1.0	-1.4	-3.6	2.6
19	Cc1onc(-c2c(F)cccc2Cl)c1C(=O)N[C@@H]1C(=O)N2C(C(=O)O)C(C)(C)S[C@H]12 (stereo partly specified)	-1.6	i	-1.4	1.4	-9.0	-9.2	7.6	0.0	3.0	16.8
20	O=C(c1ccc(Cl)c([N+](=O)[O-])c1)N1CCN(c2ccccn2)CC1	2.3	i	-1.2	6.0	-1.4	0.7	-2.0	-0.4	-12.3	5.9
21	CN(C)c1ccc(-n2cccc2)cc1	-0.4	i	0.1	-13.3	-7.2	-10.0	-5.1	0.0	-2.1	0.0
22	COc1cc(C2C(C#N)=C(N)N(c3ccc(F)cc3)C3=C2S(=O)(=O)CC3)ccc1O (stereo unspecified)	0.8	+	1.3	-10.3	-7.2	-94.7	14.2	1.4	-1.4	13.2
23	CC(C(=O)Nc1ccc(C(=O)O)cc1)N1C(=O)c2ccccc2C1=O (stereo unspecified)	-2.7	i	-1.7	2.5	-6.0	-4.7	-4.4	0.5	3.3	-2.5
24	CCOC(=O)N1CCC(N2C(=O)c3ccc(C(=O)Nc4cccc(OC)c4)cc3C2=O)CC1	0.8	i	1.9	11.0	-6.5	-11.2	-5.3	0.2	-14.7	-1.3
25	COCCn1c(SCC(=O)NC2CCCC2)nnc1-c1ccncc1	-0.1	i	0.2	-1.6	1.8	8.0	-3.9	-0.6	4.3	-14.6
26	CC(C)CC(C(=O)O)N1C(=O)C2C3c4ccccc4C(c4ccccc43)[C@@H]2C1=O (stereo partly specified)	-2.6	i	-1.7	-2.2	2.2	-1.4	-5.1	0.1	1.9	15.6
27	CCOc1cc(/C=C2/SC(=Nc3ccccc3)N(Cc3cccnc3)C2=O)ccc1OCC#N	2.7	i	8.8	-3.1	-2.1	2.4	13.4	-0.2	-2.8	4.7
28	COc1cccc(OC)c1CN1CCCC(C(=O)c2ccccc2SC)C1 (stereo unspecified)	-1.9	i	0.2	5.4	0.2	0.2	-5.8	-0.4	4.8	2.0
29	c1ccc(C[C@H]2CN=C(Nc3ccccc3)N2CC2CCCC2)cc1	nt	i	1.2	nt	nt	0.7	-1.0	-0.9	-3.2	11.3
30	NNC(=O)c1n[nH]c2c1CC(C1CCCCC1)CC2 (stereo unspecified)	0.3	i	-2.2	13.1	1.9	10.0	2.5	-0.5	2.1	20.9
31	CON(C)C(=O)/C=C/CCCCNC(=O)OC(C)(C)C	1.1	i	-2.1	3.9	-3.0	15.9	-3.3	-0.3	1.7	7.8
32	COCc1cc(=O)[nH]c(/N=C(\N)Nc2ccc(C)cc2)n1	-2.0	i	-0.2	-0.1	-8.4	-0.6	6.7	-0.5	-1.0	-14.4
33	COc1ccccc1Oc1c(C)oc2c(CN(C)C)c(O)ccc2c1=O	-0.9	nt	-1.6	3.2	3.0	-8.3	0.0	-0.8	2.7	-6.7
34	Cc1ccc(N(C(C)C(=O)Nc2ccc(S(=O)(=O)N3CCOCC3)cc2)S(C)(=O)=O)cc1C (stereo unspecified)	4.9	i	0.6	-3.7	7.6	2.5	-4.6	0.9	-3.2	11.2
35	CC(=O)Nc1ccc(NC(=O)COC(=O)c2ccc(Cl)nc2)cc1	1.9	i	0.0	2.3	1.3	-3.1	0.6	0.0	1.5	-5.9
36	O=c1ncn(-c2ccccc2C(F)(F)F)c2ncccc12	0.5	i	-1.9	1.1	-5.7	-7.5	-4.9	-0.8	0.1	2.3
37	O=c1[nH]c(SCc2cccc([N+](=O)[O-])c2)nc2[nH]ncc12	0.3	i	0.2	1.2	-4.7	-7.0	-1.3	-0.1	-21.5	3.3
38	O=C(O)c1ccc(-c2nnn(Cc3ccccc3F)n2)cc1	1.6	i	-0.4	1.4	-2.7	9.4	-7.4	-0.4	-1.5	-0.7
39	COc1ccc(NC(=O)c2oc3ccccc3c2NC(=O)C(C)(C)C)cc1	1.0	i	3.3	-0.2	-4.4	-14.6	-5.7	-0.8	-8.3	97.8
40	CC(COC(=O)c1ccccc1)(COC(=O)c1ccccc1)/[N+]([O-])=C/c1ccccc1	-0.5	i	0.9	1.2	-6.8	8.6	0.7	-0.7	-0.8	4.4

Gathered by group: the entries above containing a cyano group.
no.	canonical_smiles	STEP block	Neddyl block	LMPTP inh	DNMT1 block	Scp1 inh	NRP1-CendR mod	NadD inh	TbMetRS inhib	SUMO1-SIM PPI	SKN-1 inh
22	COc1cc(C2C(C#N)=C(N)N(c3ccc(F)cc3)C3=C2S(=O)(=O)CC3)ccc1O (stereo unspecified)	0.8	+	1.3	-10.3	-7.2	-94.7	14.2	1.4	-1.4	13.2
27	CCOc1cc(/C=C2/SC(=Nc3ccccc3)N(Cc3cccnc3)C2=O)ccc1OCC#N	2.7	i	8.8	-3.1	-2.1	2.4	13.4	-0.2	-2.8	4.7

(listing goes on)
no.	canonical_smiles	STEP block	Neddyl block	LMPTP inh	DNMT1 block	Scp1 inh	NRP1-CendR mod	NadD inh	TbMetRS inhib	SUMO1-SIM PPI	SKN-1 inh
41	COc1ccc(C(=O)N/N=C/c2ccc(OC)c(COc3ccc(F)cc3F)c2)cc1	4.7	i	5.8	-6.1	-7.3	1.7	7.9	1.0	0.4	5.6
42	COc1ccnc(N=CNOCc2ccc(Cl)cc2)c1C#N	-0.4	i	0.2	-0.1	-15.5	6.3	-5.3	-0.1	-0.9	-0.1
43	CCc1ccc(/C=C/C(=O)c2c(C)cc(C)[nH]c2=O)cc1	-5.0	i	-0.5	10.2	-8.1	-5.9	-1.5	-1.1	-0.1	3.2
44	Cc1ccccc1-n1nc(C(=O)O)cc1-c1ccccc1	1.2	i	-0.6	1.4	-7.8	-4.2	1.7	0.5	0.9	7.2
45	COC(=O)C1=CN(Cc2ccc(F)cc2)C=C(C(=O)OC)C1c1ccc(O)c(OC)c1	0.5	i	-2.2	-1.0	-12.3	12.8	-3.6	0.4	-14.6	16.0
46	Cc1cc(OCC(C)C)ccc1/C(O)=C1/C(=O)C(=O)N(Cc2cccnc2)C1c1ccncc1 (stereo unspecified)	2.4	i	-2.6	1.0	-2.2	-3.3	6.4	-0.4	-6.0	0.6
47	O=C(Oc1ccccc1)c1ccc2nccnc2c1	-1.5	i	-1.5	-0.9	-7.3	1.2	-4.1	-0.9	-23.7	-16.1
48	CCOC(=O)[C@]12CCC=C1N(CCC1=CCCCC1)C(=O)[C@H](CC(=O)N1CCCCC1)C2	nt	i	-0.3	nt	nt	6.4	-1.7	-0.6	-1.3	-4.1
49	NC(=O)CC(NC(=O)c1ccccc1)c1ccc(N2CCN(c3ccc(F)cc3)CC2)c([N+](=O)[O-])c1 (stereo unspecified)	-1.4	i	-2.1	-9.1	-3.0	2.4	0.9	-0.5	-17.2	1.6
